# Source: PubChem
# NOD1 inhibition: NOD1 signaling inhibitors, primary screen, cell-based, luminescence, uHTS (AID 1578); NOD1-driven NF-kB luciferase reporter cells, luminescence; higher % means a stronger effect; hit rate 1% among 290,000; one-dose inhibition, % at 4 µM; EC50 in µM for titrated hits; in the data active = inhibition mostly above about 36%, no sharp cut-off; inactive = mostly below about 34%;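 also: HEK-293T reporter cells stimulated with the NOD1 agonist gamma-tri-DAP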
# Dynein transport: inhibitors of GR-EGFP nuclear translocation, primary screen, dynein cargo transport inhibitor project, imaging, high-content, 3617.4 mouse cells; hit rate 0.47% among 220,000; test concentration mostly 20 µM; stimulated with dexamethasone, 1 µM; active compounds read low; z-score, hits read low;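 active = plate z-score of nuclear minus cytoplasmic receptor signal below a set negative limit, without overly bright fluorescence or cell loss, cut at about -3.5 in these data, passing the limit was not always enough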;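 also: z-score of nuclear minus cytoplasmic ring GR-EGFP intensity difference per well; some compounds called inactive have numbers as strong as hits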
#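 medium = tetracycline-free induction medium containing charcoal-stripped FBS | probe or stimulus = dexamethasone, 1.0 µM final | timing = 48 h induction, then 1 h compound, then 30 min agonist, 37 °C | detection = automated 10x imaging of fixed Hoechst-stained cells | read-out basis = nuclear versus cytoplasmic GR-EGFP signal, averaged per well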
# Yfh1-off respiration: enhancers of respiration in Yfh1-depleted yeast, dose response, Friedreich's ataxia, plus single-dose screen (AID 1465); fold induction at 50 µM, or EC50 in µM where a hit was titrated; hit rate 0.074% among 220,000; S. cerevisiae Yfh1-off respiration, WST-1 reduction, 72 h; higher fold induction means a stronger effect;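 active = fold induction of absorbance versus untreated yeast above a set limit, then at least 30% activation at any dose in follow-up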;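 also: activators that raise dye reduction in frataxin-depleted yeast; strong numbers were not always called active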
# MT stabilizer: microtubule stabilizers in HeLa cells, primary screen, imaging, high-content imaging. HeLa tubulin immunostaining HCS, 24 h; share of cells brighter than vehicle mean+2SD. % tubulin-high responders, % at 10 µM. hit rate 0.83% among 200,000. AID 2205, 2009;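 active = plate Z-score above 3 for both tubulin-high and condensed-nucleus cell shares, with cell loss under 80%, at 10 µM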;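 also: anti alpha tubulin signal scored within the nucleus-defined area of each cell; some results filed as inactive read as strong as hits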
# Autophagy mod: autophagy modulators in MEF cells, primary screen, imaging, high-content, MEF GFP-LC3 | MEF GFP-LC3 puncta imaging; test concentration mostly 10 µM | calls only at 10 µM (by protocol) | hit rate 0.98% among 190,000;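 active = percentage of spot-positive cells more than 3 SD above its plate mean, without a fluorescence outlier flag or 80% toxicity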;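 also: spot-positive cell cutoff set from DMSO-treated cells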
# Insulin prom up: insulin promoter activators in MIN6 cells, imaging, high-content screening, mouse beta cells; z-score at 5 µM; hit rate 0.3% among 190,000; MIN6 insulin promoter-GFP reporter; active compounds read high; AID 1625, 2009;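 active = z-score above 3 at 5 µM with at least 500 cells counted in the well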
# P. falciparum M17LAP: P. falciparum M17LAP inhibitors, primary screen, biochemical, fluorogenic H-Leu-NHMec substrate, 1536-well (AID 1619) | recombinant M17LAP, H-Leu-NHMec fluorogenic kinetic assay; higher % means a stronger effect | Leucine aminopeptidase (Plasmodium falciparum (isolate 3D7)) | inhibition, % at 30 µM, or IC50 in µM where a hit was titrated | hit rate 0.38% among 220,000;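 active = compound inhibiting the enzyme by more than half at any dose during confirmatory dose-response retesting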;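 also: plate controls were full reaction with DMSO carrier for no effect and no enzyme background for full effect; strong numbers were not always called active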
# HEK293 NOD2/NF-kB: NOD2 signaling inhibitors, cell-based, luminescence, uHTS, HEK293 (AID 1566) | one-dose inhibition, % at 4 µM; EC50 in µM for titrated hits | hit rate 0.63% among 290,000 | HEK293 NOD2/NF-kB luciferase reporter, luminescence; higher % means a stronger effect; in the data active = inhibition above about 50%; also: many of its hits are not listed in these tables
# bCat nuc transl: modulators of beta-catenin nuclear translocation, primary screen, imaging, HeLa cells, immunofluorescence, high-content; nuclear translocation activity, % at 5 µM; hit rate 0.3% among 190,000;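 active = nuclear translocation activity above 50% at 5 µM, with a well cell count of 50 or more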;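 also: per-cell ratio of nuclear to cytoplasmic median beta-catenin stain intensity; plate controls were DMSO negative control for no effect and GSK-3 inhibitor IX positive control for full effect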
#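 Signal – beta-catenin immunofluorescence imaging with DAPI · Test system – human HeLa cell line · Dosing – 5 µM primary single dose, 0.1% DMSO, 0.02–20 µM confirmation series · Measure – % activation, nuclear-to-cytoplasmic median beta-catenin signal ratio per cell · Incubation – 24 h compound exposure at 37°C, 5% CO2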
# Dynein transport cytoplasmic EGFP: recorded beside Dynein transport, whose call it bears; z-score; measured here: cytoplasmic GR-EGFP intensity; active compounds read high
# Dynein transport nuclear GR-EGFP: also measured in Dynein transport; calls as there; z-score; measured here: nuclear GR-EGFP intensity;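 lower value marks the stronger effect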
# Dynein transport cell count: also measured in Dynein transport; calls as there; z-score; measured here: cell count per field
# Insulin prom up cell count: recorded beside Insulin prom up, whose call it bears; cell count; measured here: cytotoxicity, nuclei count;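 total cells summed across four imaged fields per well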
# bCat nuc transl cell count 5 µM: recorded beside bCat nuc transl, whose call it bears; cell count; measured here: cell count, cytotoxicity flag
# MT stabilizer Hoechst-high %: also measured in MT stabilizer; calls as there; % Hoechst-high responders; measured here: nuclear condensation Hoechst responders;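 share of cells brighter than vehicle mean plus two SD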
# MT stabilizer cytotoxicity %: further read-out of MT stabilizer, marked with its call; toxicity, %; measured here: cytotoxicity by cell density;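 0% = mean cell density of plate MIN control wells and 100% = no cells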
# Autophagy mod cell loss 18 h: recorded beside Autophagy mod, whose call it bears; toxicity, %; measured here: cell loss, nuclei count;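 cell loss after 18 h compound exposure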
# An asterisk follows results filed as active; i = inactive; . = not tested or not shown. The list is partial; rates above refer to the full screens.
SMILES,NOD1 inhibition,Dynein transport,Dynein transport cytoplasmic EGFP,Dynein transport nuclear GR-EGFP,Dynein transport cell count,Yfh1-off respiration,MT stabilizer,MT stabilizer Hoechst-high %,MT stabilizer cytotoxicity %,Autophagy mod,Autophagy mod cell loss 18 h,Insulin prom up,Insulin prom up cell count,P. falciparum M17LAP,HEK293 NOD2/NF-kB,bCat nuc transl,bCat nuc transl cell count 5 µM
Cc1cc(NC(=O)CCC(=O)N(CC(=O)NC2CCCC2)c2ccc3c(c2)OCCO3)no1,-3%,-0.53,-0.18,-0.14,0.86,i,1.8,1.1,7.7,i,1,0.77,1172,-5%,10%,-1.1,916
CCCCCC(/C=N/Nc1ccc(S(=O)(=O)N2CCOCC2)cc1[N+](=O)[O-])=C\c1ccccc1,3%,0.74,-0.23,0.84,-0.31,i,2.2,0.9,3.0,i,0,-1.5,902,10%,12%,-0.3,1166
Nc1nc2n(n1)C(=O)CC(c1ccc(Cl)cc1)N2 (stereo not given),-38%,2.5,-0.094,1.2,-1,i,4.2,1.4,7.5,i,-4,0.17,886,19%,-2%,-0.8,1048
CC(C)(C)n1nnnc1C(c1cccs1)N(Cc1cccnc1)Cc1ccccc1Cl (stereo not given),18%,-0.22,0.13,-0.21,-0.8,i,2.4,1.2,5.7,i,4,0.19,1703,-11%,-27%,-0.8,1022
Cc1[nH]c2ccccc2c1/C=N/NC(=O)CNC(=O)c1ccccc1,-1%,-0.44,-0.2,-0.093,-0.19,i,.,.,.,.,.,0.23,1067,-1%,-15%,0.5,1067
Cc1ccc(OCC(=O)NCCN2CCCC2)cc1,-8%,0.48,-0.29,0.52,0.16,i,2.5,1.1,31,i,-2,-0.15,1284,-10%,4%,.,.
NC1=NC(=O)C2(COC(c3cccc([N+](=O)[O-])c3)OC2)S1 (stereo not given),-15%,2,-0.3,1.2,-1.3,i,8.7,1.0,13,i,27,-0.35,1481,11%,16%,-0.8,1165
Cc1nc(C)c(C(=O)NNC(=O)Nc2ccc(Cl)cc2)s1,1%,0.71,-0.12,0.69,-0.97,i,.,.,.,.,.,0.22,961,11%,12%,-0.1,1253
Cc1nnc(NC(=O)CSc2nnc(-c3ccccc3)n2C)s1,-41%,-0.32,-0.25,-0.051,0.5,i,2.6,1.7,2.2,i,11,0.01,1388,-1%,-12%,-0.4,1565
O=C(CSc1ccc2c(c1)OCCO2)Nc1ccc(Br)cc1,40%,-0.88,-0.25,-0.23,0.46,i,2.3,1.6,6.5,i,-3,1,1565,3%,19%,1.4,1431
COC(=O)CN1CCN(C(c2ccccc2)c2ccccc2)CC1,-24%,0.85,-0.071,0.61,0.31,i,2.7,2.6,13,i,1,0.27,1594,6%,17%,-1.4,1064
C=CCn1c(SCC(=O)NCc2ccco2)nc2sc3c(c2c1=O)CCC3,19%,-0.14,-0.21,0.092,0.31,i,2.5,2.3,8.1,i,-2,-0.54,538,16%,3%,0.3,1105
O=C(Nc1ccc(S(=O)(=O)Nc2nccs2)cc1)c1ccc(S(=O)(=O)N2CCOCC2)cc1,-4%,-0.28,-0.2,0.014,-0.073,i,2.1,2.5,5.7,i,2,0.29,1247,-3%,-4%,-1.3,958
Cc1ccc(S(=O)(=O)N2CCCCC2)cc1NC(=O)CSc1nnnn1C,-2%,2.2,-0.42,1.1,-2.4,i,.,.,.,.,.,0.32,919,.,1%,-0.4,1322
CNC1=C([N+](=O)[O-])CC([N+](=O)[O-])=C(N2CCNCC2)N1C,-31%,0.81,-0.2,0.55,0.63,i,2.4,1.2,12,i,7,0.06,1065,13%,14%,-1.6,1021
CC(C)CC(=O)Nc1ccc2nn(-c3ccccc3)nc2c1,-69%,-0.23,-0.31,-0.5,0.52,i,2.7,3.4,7.0,i,3,-0.19,1304,-7%,-57%,4.2,943
COc1ccc(CC(=O)NCC2(c3ccc(OC)c(OC)c3)CCCC2)cc1,-23%,-0.51,1,0.038,0.95,i,3.9,1.6,3.8,i,15,-0.95,1672,2%,4%,0.9,1559
FC(F)(F)c1cccc(/C=N/NC(=S)NC2CCCCC2)c1,0%,1.4,-0.15,0.87,-1.6,i,3.8,3.3,6.2,i,-9,-0.27,1277,-15%,6%,-0.4,1175
COc1ccc(C2=NN(C(=O)CSc3nc4ccccc4s3)C(c3ccc(OC)cc3)C2)cc1 (stereo not given),8%,-0.23,-0.093,0.082,-0.019,i,1.5,2.1,7.9,i,-1,-2.2,1192,-8%,12%,3.0,1034
Cc1[nH]c2ccc(F)cc2c1CCN1C(=O)OC(C)(C)C1(C)O (stereo not given),1%,3,-0.12,3.1,-3.1,i,.,.,.,.,.,0.53,898,-15%,-4%,-0.4,1389
O=C(O)C1CC=CCC1C(=O)Nc1ccccc1C(=O)N1CCN(c2ccccc2)CC1 (stereo not given),-2%,-0.77,0.011,-0.1,0.7,i,1.3,1.6,10,i,31,-0.81,978,49%,1%,-5.1,1270
CC(C)(C)NC(=O)CN(Cc1cccs1)C(=O)CCC(=O)Nc1nccs1,14%,-0.31,-0.13,-0.005,0.41,i,1.2,1.3,7.7,i,2,0.11,1654,5%,11%,0.4,1319
C=CCn1c(SCC(=O)c2cccs2)nc2sc(C)cc2c1=O,.,-0.2,-0.23,-0.079,0.55,i,1.9,1.6,3.9,i,-6,-0.35,1260,0%,5%,-1.5,1070
COc1ccc(C2CC(c3ccccc3)=NN2S(=O)(=O)c2ccc(C)cc2)c(OC)c1 (stereo not given),62%,-0.11,-0.15,-0.42,0.22,i,7.5,7.2,4.0,i,9,0.73,1238,-5%,-7%,-1.6,493

# Next part; it opens with the 3 that closed the last part.
SMILES,NOD1 inhibition,Dynein transport,Dynein transport cytoplasmic EGFP,Dynein transport nuclear GR-EGFP,Dynein transport cell count,Yfh1-off respiration,MT stabilizer,MT stabilizer Hoechst-high %,MT stabilizer cytotoxicity %,Autophagy mod,Autophagy mod cell loss 18 h,Insulin prom up,Insulin prom up cell count,P. falciparum M17LAP,HEK293 NOD2/NF-kB,bCat nuc transl,bCat nuc transl cell count 5 µM
CC(C)(C)NC(=O)CN(Cc1cccs1)C(=O)CCC(=O)Nc1nccs1,14%,-0.31,-0.13,-0.005,0.41,i,1.2,1.3,7.7,i,2,0.11,1654,5%,11%,0.4,1319
C=CCn1c(SCC(=O)c2cccs2)nc2sc(C)cc2c1=O,.,-0.2,-0.23,-0.079,0.55,i,1.9,1.6,3.9,i,-6,-0.35,1260,0%,5%,-1.5,1070
COc1ccc(C2CC(c3ccccc3)=NN2S(=O)(=O)c2ccc(C)cc2)c(OC)c1 (stereo not given),62%,-0.11,-0.15,-0.42,0.22,i,7.5,7.2,4.0,i,9,0.73,1238,-5%,-7%,-1.6,493
COCC(C)NC(=O)Cc1ccc(Cl)cc1 (stereo not given),-24%,-0.71,-0.21,-0.23,0.35,i,4.3,1.7,5.9,i,18,-0.55,1325,2%,4%,0.1,1154
Oc1ccccc1CNCc1ccccc1,-16%,0.27,-0.26,0.85,-0.88,i,5.9,2.0,23,i,7,-1.2,1649,-2%,7%,-0.7,1006
Cc1onc(-c2ccccc2)c1C(=O)NC(=S)NNC(=O)c1ccc(O)cc1O,-20%,-0.12,-0.26,0.031,0.0079,i,3.1,2.7,2.9,i,10,-0.21,1031,10%,8%,3.8,511
Nc1nn(-c2ccccc2)c(N)c1N=Nc1ccccc1,-10%,1.5,-0.078,0.77,-1.6,i,22*,55*,32*,i,13,-0.13,812,-19%,2%,89*,80*
CC(C)CNc1nc2c(c(=O)n(C)c(=O)n2C)n1Cc1cccc(Br)c1,-17%,2.9,-0.091,2.6,-2,i,4.6,1.5,7.5,i,-4,0.19,1699,13%,6%,1.2,957
O=C(C1CCN(S(=O)(=O)c2cccnc2)CC1)N1CCN(C2CCCC2)CC1,0%,0.1,-0.24,0.091,0.54,i,3.1,1.8,3.2,i,-2,0.27,1070,-2%,23%,-0.2,1445
N#Cc1nc(-c2ccco2)oc1N1CCN(C(c2ccccc2)c2ccccc2)CC1,-3%,1.9,-0.2,1,-0.18,i,10,2.0,4.9,i,8,-0.98,967,1%,2%,-8.0,1204
CCOC(=O)CSc1nnc(CNC(=O)c2ccc(S(=O)(=O)N3CCCCC3)cc2)n1C,1%,1.2,-0.21,0.79,-0.2,i,4.0,2.1,8.4,i,29,0.08,1172,1%,11%,0.0,723
CCC1=NN2C(=N)/C(=C/c3cc(C)n(Cc4ccccc4)c3C)C(=O)N=C2S1,-4%,-0.6,-0.26,-0.22,0.37,i,.,.,.,.,.,-0.74,1420,9%,32%,0.5,1327
O=C(O)/C=C/C(=O)Nc1ccc(Cl)cc1C(=O)c1ccccc1,4%,-0.56,-0.21,-0.21,0.6,i,.,.,.,.,.,-0.02,1051,1%,15%,0.7,1281
COc1ccc(NC(=O)NCc2ccccn2)cc1OC,-1%,0.079,-0.26,0.054,1.3,i,4.4,3.3,5.5,i,-5,0.3,1287,2%,9%,-3.5,1255
